Screens: PubChem BioAssay, Fisher Drug Discovery Resource Center
hcGAS inh: inhibitors of human cGAS; recombinant h-cGAS, ATP depletion, Kinase-Glo luminescence; inhibition, % at 12.5 µM; actives 0.081% (n = 290,000); in the data active = inhibition above about 40%;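 also: 0% = vehicle reaction and 100% = reaction without DNA for no activity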
Target sequence (Q8N884 whole entry, looked up): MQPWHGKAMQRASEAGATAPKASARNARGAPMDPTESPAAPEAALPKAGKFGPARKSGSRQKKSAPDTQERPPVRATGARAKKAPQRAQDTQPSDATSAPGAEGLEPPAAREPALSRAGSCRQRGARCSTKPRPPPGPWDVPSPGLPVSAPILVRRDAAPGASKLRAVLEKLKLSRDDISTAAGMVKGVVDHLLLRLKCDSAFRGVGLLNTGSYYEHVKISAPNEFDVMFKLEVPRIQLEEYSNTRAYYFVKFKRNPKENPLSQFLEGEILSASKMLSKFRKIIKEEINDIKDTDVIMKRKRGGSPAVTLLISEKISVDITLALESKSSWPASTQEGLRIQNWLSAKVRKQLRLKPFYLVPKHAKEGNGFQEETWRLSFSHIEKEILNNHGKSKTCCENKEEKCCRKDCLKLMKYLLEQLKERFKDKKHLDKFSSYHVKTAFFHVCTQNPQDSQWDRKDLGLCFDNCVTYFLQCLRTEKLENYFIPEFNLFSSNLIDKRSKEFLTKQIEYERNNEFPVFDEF
* = called active by the depositor.

SMILES | hcGAS inh
COc1ccccc1N1CC(NC(=O)c2cc(C3CC3)[nH]n2)CC1=O (stereo unspecified) | 1
CC(=O)c1cccc(CN2CCCC(C(=O)Nc3ccc(-c4ccco4)cc3)C2)c1 (stereo unspecified) | -4
CC(Oc1cc(Cl)ccc1Cl)C(=O)Nc1ccc(Cl)c(S(=O)(=O)N(C)C)c1 (stereo unspecified) | -3
O=C(CC1CCc2ccccc21)NCCc1cnc2ccccn12 (stereo unspecified) | 1
Cn1nnnc1SCCNC(=O)CN1CCOc2ccccc2C1 | -7
O=C1CCC(C(=O)NCCCCC2CCCO2)=NN1 (stereo unspecified) | -2
O=c1[nH]c(/C=C/c2ccc3c(c2)OCCO3)nc2scc(-c3ccccc3)c12 | -5
O=C(O)CC1CC(C(=O)c2ccccc2)=C2SCCN2C1=O (stereo unspecified) | -2
Cc1cc(OC(F)F)c(C(=O)Nc2c(C)nn(C(C)C)c2C)s1 | -7
O=C(c1cc(COc2c(F)cccc2F)on1)N1CCC(OCc2cccnc2)CC1 | -5
CC(C)C[C@H]1CN(C(=O)c2ccc(-c3nnn(C)n3)cc2)CC[C@@]1(C)O | -6
CCOc1cccc(CNCCc2ccc(S(N)(=O)=O)cc2)c1OCc1cccs1 | 1
CNc1ncc(CN(C)C(=O)c2ccc(CSC)o2)cn1 | -4
O=C(NCc1ccccc1Cl)c1cccc(OC2CCN(C(=O)C3CC3)CC2)c1 | -4
c1ccc2ncc(-c3nccs3)cc2c1 | -2

In the list so far, these have a Cl atom:
SMILES | hcGAS inh
CC(Oc1cc(Cl)ccc1Cl)C(=O)Nc1ccc(Cl)c(S(=O)(=O)N(C)C)c1 (stereo unspecified) | -3
O=C(NCc1ccccc1Cl)c1cccc(OC2CCN(C(=O)C3CC3)CC2)c1 | -4

Retrieved by compound from the entries so far (2):
SMILES | hcGAS inh
O=C(O)CC1CC(C(=O)c2ccccc2)=C2SCCN2C1=O (stereo unspecified) | -2
CNc1ncc(CN(C)C(=O)c2ccc(CSC)o2)cn1 | -4

(listing goes on)
SMILES | hcGAS inh
Cn1cc(C(=O)NN2Cc3ccccc3C2=N)ccc1=O | 1
CCc1cnc(C)nc1NCCN(C)S(C)(=O)=O | -8
O=C(NCCN1CCc2ccccc2C1)c1ccc2nc[nH]c2c1 | -5
Cc1ccccc1C(=O)OC(C)CN1CCOCC1 (stereo unspecified) | -2
CCC(=O)OCC(=O)[C@@]1(OC(=O)CC)[C@@H](C)CC2C3CCC4=CC(=O)C=C[C@]4(C)C3(F)[C@@H](O)C[C@@]21C (stereo partly specified) | -3
FC(F)(F)CCc1ccnc(N[C@H]2COC[C@@H]2N2CCCCC2)n1 | -6
C=CCN(Cc1ccc(F)cc1)Cc1ccc(C(C)=O)cc1 | -9
Cn1cnnc1SCCNC(=O)c1cc(COc2ccc3c(c2)CCCC3)on1 | -3
Cc1ccc[n+](/C=C/C(=O)c2ccc(Br)cc2)c1 | 7
O=C(Nc1ccc(Cl)c(F)c1)C1CCCCN1Cc1ccncc1 (stereo unspecified) | -3
COC1CCCN(C(=O)c2cc(COc3ccc4c(c3)CCCC4)on2)C1 (stereo unspecified) | -2
COc1ccc(NC(=O)[C@H](C)NC(C)=O)cc1NC(=O)c1ccccc1 | -5
C/C=C/CC(=O)Nc1cccc(C(=O)Nc2c(C)cccc2C)c1 | -5
Cc1nsc(NC(=O)Oc2ccccc2)c1C#N | 12
O=C1CN(C(=O)CCNC(=O)c2ccccc2Cl)c2ccccc2N1 | -2
OCC1(CC2CCCCO2)CCN(C/C=C/c2ccco2)CC1 (stereo unspecified) | -4
C=CCN(C(=O)Cc1cnc2c(C)cccn12)C1CCS(=O)(=O)C1 (stereo unspecified) | 1
CC(C)(C)c1ncc2c(n1)CN(C(=O)c1ccc3nc[nH]c3c1)C2 | -3
CCC1=NOC(CNc2nccc(CCC(F)(F)F)n2)C1 (stereo unspecified) | -4
Cc1c(-c2cccc(Cl)c2)nc2ccccc2c1C(=O)OCC(N)=O | -8
Cn1nnnc1SCCNCC(=O)NC1CCCCCCC1 | -7
CC1=NC(C(c2ccccc2F)C(C#N)C#N)C(=O)N1 (stereo unspecified) | -6
CCn1c(C2CCN(Cc3ccc(N4CCCC4)cc3)CC2)nn(C)c1=O | -7
COC(=O)CN1CC(c2ccccc2)NC1=S (stereo unspecified) | -4
COc1cc(NC(=O)C2CCCC2)c(C(=O)OCC(C)=O)cc1OC | -14
COC(=O)C(OC)(OC)C(c1ccccc1)C(C#N)C(=O)O (stereo unspecified) | 5
Cc1ccc(-c2[nH]ncc2CN2CCCN(c3ncccn3)CC2)cc1C | -6
COc1ccc(C2CC(=O)Nc3c2c(-c2ccccc2)nn3C)cn1 (stereo unspecified) | -5
Cc1ccc(C(CC(=O)N2CCn3cncc3C2)c2ccccc2)cc1 (stereo unspecified) | -4
CCN(CC)S(=O)(=O)c1ccc(/C=C/c2nc3ccccc3s2)cc1 | -3
O=C1/C(=C\c2ccc(-c3cc(Cl)ccc3Cl)o2)N=C2CCCCCN12 | -10
C=CCNc1ccccc1C(=O)NCCNC(C)=O | -2
CS(=O)(=O)CCNC(=O)CSCc1ccccc1Cl | -6
COc1cc(-c2c(-c3ccccc3)ncn2CCCO)ccc1C | -3
N#Cc1ccc(NS(=O)(=O)c2ccc(F)c(Cl)c2)nc1 | -7
CN1CCN(NC(=O)c2ccc(COc3ccc(Cl)cc3Cl)o2)CC1 | -8
C=C(C)COc1ccccc1C(=O)N(Cc1c(C)nn(C)c1C)C1CC1 | 0
CCOC(=O)N1CCC(NCCNc2cccnc2)CC1 | -4
O=C(CCc1ccccc1)Nc1ccnn1C1CCN(C(=O)C2CC=CCC2)CC1 (stereo unspecified) | -8
COCc1ccc(CN2CCC(N3CCC(C(=O)N4CCCC4)CC3)CC2)o1 | -5
O=C(Nc1ccccc1)c1cc2n(n1)CCN(C(=O)c1csnn1)C2 | -4
CCCn1ncc(C(=O)NCC(C)n2nc(C)cc2C)c1C (stereo unspecified) | -6
CN(Cc1ccccc1N1CCCC1)C(=O)c1ccc(C(N)=O)cc1 | -7
CC(C)n1cnnc1CN(C)Cc1ccsc1 | 2
Cc1cccc(CN2CCC(N3CCC(C(=O)N4CCCC4)CC3)CC2)n1 | 1
O=C1N(c2ccccc2)N=C(c2ccccc2)C1(Br)Br | -3
O=C1CC(c2c(Cl)nc3sccn23)c2cc3cn[nH]c3cc2N1 (stereo unspecified) | -9
Cc1cc(C(=O)O)c2cc(-c3cn[nH]c3)ccc2n1 | -3
CC(=O)c1ccc(N2CCC(O)(CO)CC2)nc1 | -1
COc1ccc(NC(=O)C(C)n2nc(-c3ccccc3)c3c(c2=O)CCCC3)cc1OC (stereo unspecified) | -4
CCOC(=O)NC(=S)Nc1ccc(Cl)cn1 | -7
COc1ccc(CN2CCNC(=O)C2CC(=O)N(C)CC2CCOCC2)cc1C (stereo unspecified) | -4
CCOC(=O)c1cnc(SC)nc1Oc1ccc2c(C)cc(=O)oc2c1C | -3
Cc1[nH]c2ccccc2c1-c1nc(NCC2CCCO2)sc1C (stereo unspecified) | 2
Cc1nnsc1C(=O)N1CCC(CO)(Cc2ccccc2Cl)CC1 | -4
COc1cc(S(=O)(=O)N2CCCC2c2ccc3c(c2)OCCO3)ccc1NC(C)=O (stereo unspecified) | -9
CCC(NC(=O)Nc1ccc(F)cc1)c1nnc2n1CCCCC2 (stereo unspecified) | -8
CC(C)NC(=O)C1CCN(C2CCN(Cc3ccc(C4CCCCO4)s3)CC2)CC1 (stereo unspecified) | -5
CC(C)C(=O)NCc1ccccc1N1CCN(C(=O)C(C)C)CC1 | -1
Cc1ccc(NC(=O)C2C3CC4C(OC(=O)C42)C3Br)cc1Cl (stereo unspecified) | -5

3 structures out of the list, sorted by heavy-atom count, descending.
SMILES | hcGAS inh
CCOc1cccc(CNCCc2ccc(S(N)(=O)=O)cc2)c1OCc1cccs1 | 1
Cc1ccc(C(CC(=O)N2CCn3cncc3C2)c2ccccc2)cc1 (stereo unspecified) | -4
N#Cc1ccc(NS(=O)(=O)c2ccc(F)c(Cl)c2)nc1 | -7

Continuation:
SMILES | hcGAS inh
CC(C)C1CN(C(=O)c2ccc3cccc(F)c3n2)CCCN1CC1CC1 (stereo unspecified) | 0
O=C(NCCC1COc2ccccc2O1)c1ccc(-c2ccsc2)nc1 (stereo unspecified) | -3
COc1ccc(OCCC(=O)NC(C)c2ccccc2Br)cc1 (stereo unspecified) | -6
Cc1ncc(CN2CCCC(C(=O)Nc3ccccc3Oc3cccnc3)C2)s1 (stereo unspecified) | 1
CC(C)c1cc(C(=O)NCCN2N=C(c3ccccc3)CCC2=O)n(C)n1 | 0
CC(C)n1cc(CN(Cc2ccsc2)CC2CCCO2)cn1 (stereo unspecified) | -7
CC(c1ccccn1)N(C)Cc1ccc(-n2cncn2)cc1 (stereo unspecified) | 1
O=C(NC12CC3CC(CC(C3)C1)C2)c1ccccc1-n1cnnn1 | -6
O=C(NNC(=O)C1CCS(=O)(=O)C1)c1cc(Br)ccc1Cl (stereo unspecified) | -10
CCCn1cc(CNC(=O)c2cccc(NC(=O)C3CCCC3)c2)cn1 | -1
CCc1ccc(Cl)c(CC)c1NC(=O)Cn1nc(C(N)=O)c2ccccc2c1=O | -10
O=C1CCC2(CCCCC2)c2sccc21 | 5
O=C(CC1C(=O)NCCN1Cc1cccs1)NCCc1cccc(Cl)c1 (stereo unspecified) | -9
Clc1ccc(-n2cccc2CN2CCCn3cncc3C2)nc1 | -5
Cc1ccc(Cc2c(=O)[nH]n3c(=O)c4c([nH]c23)CCC4)o1 | -4
Cc1c(C(=O)O)sc2nc(-c3cccs3)cc(C(F)(F)F)c12 | -6
COCC(=O)Nc1ccccc1-c1cccc(Cl)c1Cl | -6
Cn1c(C(=O)N(C/C=C/c2ccccc2)CCO)cc2ccccc21 | -7
CN(Cc1nc2ccc(Cl)cc2[nH]1)C(=O)CC1C(=O)NCCN1Cc1cccc(F)c1 (stereo unspecified) | -8
CCCN(C/C=C/c1ccccc1)C(=O)Cc1nc(C)sc1C | 2
O=C(O)c1cc(-c2c(F)cccc2F)nc2cc3c(cc12)OCCO3 | -7
O=C(CNCC1CCCCC1)NCc1ccccc1F | -6
CCOc1cc2ccccc2cc1C(=O)NC1=NCCS1 | -8
CCOc1ccc(-n2nc3c(=O)n(CCN4CCCCC4)nc(C)c3c2C)cc1 | 6
CCCC(C)c1nnc(NC(=O)Cc2ccc3c(c2)NC(=O)CO3)s1 (stereo unspecified) | -4
Cc1nccn1CCCC(=O)N1CCCC2(CC1)CNC(=O)O2 (stereo unspecified) | -5
Cc1ccc2oc(=O)n(CCC(=O)N3CCn4cncc4C3)c2c1 | -6
COc1ccccc1CN(C(=O)c1cc(F)c(OC)c(F)c1)C1CC1 | -6
Cc1ncsc1CNC(=O)NC1CCc2ccccc2C1 (stereo unspecified) | -8
CCc1cc2c(=O)n3c(nc2s1)/C(=C\c1ccccc1OC)CC3 | -3

Overlap with the part before: 5 entries; new compounds follow.
SMILES | hcGAS inh
Cc1nccn1CCCC(=O)N1CCCC2(CC1)CNC(=O)O2 (stereo unspecified) | -5
Cc1ccc2oc(=O)n(CCC(=O)N3CCn4cncc4C3)c2c1 | -6
COc1ccccc1CN(C(=O)c1cc(F)c(OC)c(F)c1)C1CC1 | -6
Cc1ncsc1CNC(=O)NC1CCc2ccccc2C1 (stereo unspecified) | -8
CCc1cc2c(=O)n3c(nc2s1)/C(=C\c1ccccc1OC)CC3 | -3
Cc1ccn(CCn2ccnc2-c2nn(C)c3cccc(Cl)c23)n1 | -6
c1cc2c(-c3ccc(NC4CCCC4)nn3)cc(NC3CCNCC3)nc2[nH]1 | 3
Fc1ccccc1-c1ccc(-c2nccn2CCc2cnccn2)o1 | -5
OC(COc1ccc(Cl)cc1Cl)CSc1nnnn1C1CC1 (stereo unspecified) | -14
CCC(CC)(NC(=O)c1cccc2c1OCCO2)C(F)(F)F | -6
CN(C)S(=O)(=O)c1ccc(C(=O)OC2CCC(C(C)(C)C)CC2)cc1 (stereo unspecified) | -10
CNC(=O)c1cccc(S(=O)(=O)N2CCN3CCNC(=O)C3C2)c1 (stereo unspecified) | -3
Cc1noc(C)c1CCC(=O)N1CCC(C(=O)Nc2cccc(-c3ccco3)c2)CC1 | -6
CC(=O)NCc1ccc(-c2cccc(C(F)(F)F)c2)nc1 | -3
CC(C(=O)NCc1nnc2n1CCC2)N1C(=O)c2cccc3cccc1c23 (stereo unspecified) | 3
CC(C)COc1ccccc1CN(C)C(=O)c1cccc(N2CCNC2=O)c1 | -4
CC(C)c1cc(C2CCN(C(=O)C3CCN(Cc4ccco4)CC3)CC2)[nH]n1 | -7
CS(=O)(=O)N1CCC(Oc2cccc(C(=O)NCCCOc3cccnc3)c2)CC1 | -8
Cc1csc(CC(=O)N2CCN(C(=O)C3CCCN(C(=O)Nc4ccccc4)C3)CC2)n1 (stereo unspecified) | -13
C=CCN(Cc1ccccc1C)C(=O)c1ccc2c(c1)ncn2CCO | -5
Cc1[nH]cnc1-c1nccn1CC1CCS(=O)(=O)C1 (stereo unspecified) | -4
Oc1ccccc1OCC(O)c1ccccc1 (stereo unspecified) | 3
CCc1ccc(C2CC(=O)Nc3n[nH]c(C4CCC4)c32)o1 (stereo unspecified) | -5
CN=c1scc(-c2ccc(C)c(C)c2)n1/N=C\c1ccc[nH]1 | 0
Cc1cc(C)n(-c2cccc(C3CC(=O)Nc4[nH]ncc43)c2)n1 (stereo unspecified) | -1
COCCN(CC(=O)Nc1ccc(C)cc1Cl)Cc1ccccc1 | -1
CCCN1C(=O)C(CC(=O)Nc2ccccc2F)SC1=Nc1ccccc1OC (stereo unspecified) | -6
CCn1cc(C#N)c(=O)n(Cc2cccc3cccnc23)c1=O | -5
Cc1cccc(OCC(=O)OCC(=O)C(C)(C)C)c1 | -7
O=C(O)COCC(=O)NCCN1CCCC1 | -5
CCCc1nc(CN(C)C(=O)C2(Nc3ccc(C)cc3)CCCC2)no1 | -2

Some of the compounds tested (hit frequency here may not be typical).
